Bioassay records deposited in PubChem BioAssay by several laboratories.
PP1 inh = PP1-alpha phosphatase inhibitors, primary screen, counter-screen for PP5 inhibitor project, biochemical, fluorescence, OMFP substrate, single point; purified PP1alpha; inhibition, % at 6.7 µM; AID 2235, 2010; Serine/threonine-protein phosphatase PP1-alpha catalytic subunit (Homo sapiens), P62136; 320,000 compounds, 0.9% hits;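 active means inhibition above the mean inhibition of all tested compounds plus 3 SD, computed separately for each screening campaign, cut at about 15% in these data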
Target sequence (P62136 whole entry, looked up): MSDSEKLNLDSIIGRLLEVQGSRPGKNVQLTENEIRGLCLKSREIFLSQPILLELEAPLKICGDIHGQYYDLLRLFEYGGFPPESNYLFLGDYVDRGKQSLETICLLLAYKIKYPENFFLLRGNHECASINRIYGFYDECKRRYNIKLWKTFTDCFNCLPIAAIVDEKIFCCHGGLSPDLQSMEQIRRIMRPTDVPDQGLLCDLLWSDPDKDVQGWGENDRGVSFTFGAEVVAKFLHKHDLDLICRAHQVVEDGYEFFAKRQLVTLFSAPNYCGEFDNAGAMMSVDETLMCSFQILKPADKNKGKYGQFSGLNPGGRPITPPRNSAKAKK
core dimer inh = inhibitors of HCV core protein dimerization, primary screen, biochemical, TR-FRET, high-throughput. TR-FRET GST/Flag-core106 dimerization, 1536-well. inhibition, % at 5 µM. 300,000 compounds, 0.33% hits. AID 1899, 2009;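 active means inhibition above the mean of all tested compounds plus 3 SD, set per screening campaign, cut at about 45% in these data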
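Test system: GST/Flag-tagged HCV core106 proteins; Medium: KF-containing HEPES buffer, pH 7.45, DTT, CHAPS, BSA; Times: compound-protein-antibody incubation 4 h at 22.5 °C; Detection: TR-FRET 671 and 617 nm emission; Benchmarks: wells lacking GST-core106 and wells with excess unlabelled core106.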
TPT1 inh = Candida albicans TPT1 enzyme inhibitors, primary screen, biochemical, fluorescence polarization. AID 1962, 2009. inhibition, % at 5 µM. tRNA 2'-phosphotransferase TPT1 (Candida albicans SC5314). recombinant caTPT1, FP RNA substrate dephosphorylation. 300,000 compounds, 0.81% hits;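 active means inhibition above the mean of all tested compounds plus 3 SD, set per screening campaign, cut at about 24% in these data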;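 further: plate controls were DMSO alone for no effect and ferristatin control at 100 nM for full effect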
Efflux pump mplx = inhibitors of Candida efflux pumps in yeast, primary screen, S. cerevisiae, Nile Red, multiplex; inhibition, % at 10 µM; 330,000 compounds, 0.44% hits; AID 485275, 2010; S. cerevisiae Candida pump triplex;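 active means plate passing quality check with inhibition over a set limit, or well fluorescence over plate mean plus 4 SD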;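 further: Nile Red retained in pooled yeast measured as flow cytometry median fluorescence; 0% = buffer negative control and 100% = Enniatin B positive control; higher means more Nile Red kept so more efflux inhibition; some compounds called inactive have numbers as strong as hits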
ZTA DNA inh = blocks Epstein-Barr virus ZTA, an EBNA-1 counter-screen; 320,000 compounds, 0.15% hits; P03206; inhibition, % at 11 µM; ZTA-DNA binding, fluorescence polarization; in the data active means inhibition above about 33%
Target sequence (P03206 whole entry, looked up): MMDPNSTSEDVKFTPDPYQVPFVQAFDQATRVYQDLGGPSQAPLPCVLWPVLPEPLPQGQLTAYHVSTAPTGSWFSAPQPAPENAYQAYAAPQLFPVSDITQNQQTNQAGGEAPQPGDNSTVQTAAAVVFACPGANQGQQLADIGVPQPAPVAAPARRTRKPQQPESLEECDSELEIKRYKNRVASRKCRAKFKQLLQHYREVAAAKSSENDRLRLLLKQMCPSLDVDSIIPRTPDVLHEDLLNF
CTSL1 counter = Fasciola hepatica cathepsin L1 inhibitors, primary screen, counter-screen for PFM18AAP inhibitor project, biochemical, QFRET, fluorogenic peptide substrate | recombinant F. hepatica cathepsin L1, Z-Leu-Arg-MCA fluorescence | inhibition, % at 5.96 µM | 300,000 compounds, 0.49% hits | AID 1906, 2009;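 active means inhibition above the mean of all tested compounds plus 3 SD, set per screening campaign, cut at about 17% in these data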;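 further: 0% = plate median of test compound wells and 100% = 1 µM Z-Phe-Ala-diazomethylketone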
PP5 primary = PP5 phosphatase inhibitors, primary screen, biochemical, fluorescence; inhibition, % at 6.7 µM; Serine/threonine-protein phosphatase 5 (Homo sapiens), P53041; 320,000 compounds, 0.18% hits; AID 1987, 2009; purified PP5c, OMFP substrate fluorescence;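 active means inhibition above the campaign's mean inhibition across all tested compounds plus 3 SD, cut at about 9.5% in these data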;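 further: 0% = DMSO only and 100% = 100 µM cantharidin control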
Target sequence (P53041 whole entry, looked up): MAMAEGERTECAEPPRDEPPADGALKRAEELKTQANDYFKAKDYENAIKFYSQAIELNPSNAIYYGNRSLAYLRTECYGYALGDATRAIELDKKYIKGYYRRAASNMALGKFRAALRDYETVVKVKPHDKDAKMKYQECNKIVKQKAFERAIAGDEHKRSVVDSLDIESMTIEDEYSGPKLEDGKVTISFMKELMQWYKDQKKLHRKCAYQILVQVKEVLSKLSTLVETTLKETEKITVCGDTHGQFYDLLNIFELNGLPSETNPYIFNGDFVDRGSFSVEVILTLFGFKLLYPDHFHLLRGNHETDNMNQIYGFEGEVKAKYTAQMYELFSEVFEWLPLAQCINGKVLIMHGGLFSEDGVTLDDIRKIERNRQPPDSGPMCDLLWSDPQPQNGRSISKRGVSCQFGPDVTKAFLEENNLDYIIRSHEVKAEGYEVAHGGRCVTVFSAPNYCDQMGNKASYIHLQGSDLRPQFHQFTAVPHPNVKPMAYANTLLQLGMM
PREPL inh = PREPL enzyme inhibitors, primary screen, biochemical, fluorescence polarization; Prolyl endopeptidase-like (Homo sapiens), Q4J6C6; recombinant PREPL, fluorescence polarization activity-based probe; inhibition, % at 5.96 µM; 320,000 compounds, 0.68% hits; AID 2751, 2010; in the data active means inhibition above about 43%;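 further: 0% = enzyme with DMSO and 100% = wells lacking enzyme; many of its hits are not listed in these tables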
EBNA-1 inhibitor = EBNA-1 DNA-binding inhibitors, primary screen, biochemical, fluorescence polarization. 300,000 compounds, 0.34% hits. AID 1950, 2009. inhibition, % at 14.8 µM; in the data active means inhibition above about 28%
An asterisk follows results filed as active; . = not tested or not shown. An excerpt (hit frequency here may not be typical).

The first four compounds (preview)
SMILES	PP1 inh	core dimer inh	TPT1 inh	Efflux pump mplx	ZTA DNA inh	CTSL1 counter	PP5 primary	PREPL inh	EBNA-1 inhibitor
CCN=C1SC(C(=O)Nc2ccc(OC)cc2)CC(=O)N1CC (centres undefined)	-4	-7	0	0.0	13	4	1.6	6	4
Cc1cc(S(=O)(=O)NC2CCCCC2)ccc1OCC(=O)NCC1CCCO1 (centres undefined)	1	2	-4	-0.1	-4	5	-1.0	18	-18
O=C(NCc1ccc(Cl)cc1)c1ccc(Br)o1	-1	0	1	-0.2	6	-2	1.3	-8	8
COc1c(O)cnn(-c2ccccc2)c1=O	-2	8	-4	0.1	16	-1	1.3	2	7

This part in full (from the top)
SMILES	PP1 inh	core dimer inh	TPT1 inh	Efflux pump mplx	ZTA DNA inh	CTSL1 counter	PP5 primary	PREPL inh	EBNA-1 inhibitor
CCN=C1SC(C(=O)Nc2ccc(OC)cc2)CC(=O)N1CC (centres undefined)	-4	-7	0	0.0	13	4	1.6	6	4
Cc1cc(S(=O)(=O)NC2CCCCC2)ccc1OCC(=O)NCC1CCCO1 (centres undefined)	1	2	-4	-0.1	-4	5	-1.0	18	-18
O=C(NCc1ccc(Cl)cc1)c1ccc(Br)o1	-1	0	1	-0.2	6	-2	1.3	-8	8
COc1c(O)cnn(-c2ccccc2)c1=O	-2	8	-4	0.1	16	-1	1.3	2	7
Cc1cc2ccccn2c1C(=O)c1ccncc1	-2	-2	3	-0.1	-7	-2	1.3	5	17
CCCCC(=O)N1CCN(c2nc3ccc(Br)cc3s2)CC1	0	5	-3	0.1	11	1	3.8	13	-11
Cc1cc(C)c2ccc3c(C)c(C)n(C)c3c2n1	-2	11	1	0.0	-2	2	1.4	10	5
Cc1ccn2c(=O)c(C(=O)NCCCN3CCCCC3C)c(O)nc2c1 (centres undefined)	1	-1	0	-0.1	8	0	-1.4	-4	-3
O=C(NCc1ccc2c(c1)OCO2)c1ccc(CN2CCc3ccccc3C2)cc1	2	4	-5	0.0	-8	1	3.8	-22	7
O=c1[nH]nc(CNc2cccc(C(F)(F)F)c2)c2ccccc12	0	3	1	-0.1	-24	5	3.5	13	-3
O=C(CCN1C(=O)S/C(=C\c2ccccc2)C1=O)NC1CCS(=O)(=O)C1 (centres undefined)	0	4	-4	-0.1	6	0	0.1	18	0
COc1ccc(CNC(=O)Cn2nc(C(F)(F)F)cc2C)cc1	-1	-5	-1	-0.1	-9	3	-0.9	8	2
CC1CN(C(=O)c2cc([N+](=O)[O-])cc([N+](=O)[O-])c2)CC(C)O1 (centres undefined)	0	0	-1	-0.1	1	0	-1.0	1	-7
CCOc1ccc(NC(=O)Nc2ccc(N(C)C(C)=O)cc2)cc1	0	-4	1	-0.1	3	2	0.7	-6	5
CC(C)CN(C(=O)COC(=O)c1ccccc1NCc1ccco1)c1c(N)n(Cc2ccccc2)c(=O)[nH]c1=O	-1	12	-2	0.0	-2	2	0.9	1	9
COc1cc2c(cc1OC)CN(C(=O)c1cc(S(=O)(=O)N3CCOCC3)ccc1C)CC2	-2	-3	-1	0.2	-14	-3	0.9	0	-10
CC(C)[C@H](N[C@@H](C)c1ccccc1)c1c(O)ccc2ccccc12	-1	4	-2	0.1	-16	-1	0.1	4	-9
O=C(CN(Cc1cccs1)C(=O)CNS(=O)(=O)c1ccc(F)cc1)NCc1ccco1	-2	-9	0	0.0	-7	-6	0.8	-9	3
CCOC(=O)c1ccc2c(c1)NC(=O)C(N1CCN(c3ccc(OC)cc3)CC1)S2 (centres undefined)	-1	22	-2	-0.2	16	1	-1.5	-17	4
CCC(CC)Nc1ccc(C(CC(N)=O)NC(=O)Cc2ccc(Br)cc2)cc1[N+](=O)[O-] (centres undefined)	4	-3	21	0.1	2	2	0.3	10	6
Cc1cc(OC(C)C(=O)NCCc2c[nH]c3ccccc23)c2c(C)cc(=O)oc2c1 (centres undefined)	1	4	-2	0.1	4	-1	0.8	-2	8
O=C(Cc1cccc(C(F)(F)F)c1)NCc1ccc(Cl)cc1	0	-1	-2	0.3	-9	-2	3.2	-11	-3
N#Cc1ccccc1OCC(=O)OCC(=O)NC1CCCC1	-9	.	.	-0.2	-8	.	0.9	2	.
COc1ccc(CC(=O)Nc2nc3ccc(F)cc3s2)cc1S(=O)(=O)N1CCOCC1	1	4	-1	-0.1	17	-1	-0.9	29	7
O=S(=O)(c1ccc(N2CCCC2)nc1)N1CCCC1	-4	-2	-3	0.0	0	-3	1.5	3	-9
OCc1cccc[n+]1CCc1ccccc1	-1	2	-3	0.2	2	2	0.2	3	2
N#CCCn1cnc2ccccc21	-2	2	-7	0.0	20	2	-0.6	-2	7
O=C(c1ccccc1Oc1ccccc1)N1CCN(c2ccc(F)cc2)CC1	0	8	-1	0.1	-14	-1	4.3	-29	-5
COc1ccc(S(=O)(=O)Nc2cccnc2)c(C)c1C	0	-2	9	-0.1	-9	4	2.6	-1	11
O=C(OCc1ccccc1)/C(=C/c1ccccc1Cl)NC(=O)c1ccco1	-1	2	2	-0.1	9	6	2.1	-7	-1
Cc1ccc(P(=O)(CSC(=N)N)c2ccc(C)cc2)cc1	-3	3	-2	-0.2	19	15	-0.1	-1	9
CC#CC[N+](C)(C)CCCCCCCCCC	-4	-8	-3	-0.1	-5	-5	-0.5	18	-2
CSc1nc2[nH]ncc2c(=O)[nH]1	-5	-11	2	0.5	9	1	-2.4	-1	-7
Cc1ccc(-n2c(SCc3nnc4n3CCC4)nnc2-c2ccccc2)cc1	0	3	-2	-0.1	6	-2	0.8	4	14
Clc1ccccc1-c1nnc2sc(-c3cccs3)nn12	4	5	4	0.1	0	-3	4.5	2	-7
Cc1ccc(NC(=O)c2cccnc2C(=O)Nc2ccc(C)cc2)cc1	5	0	-1	-0.1	3	1	-1.9	1	-1
Cc1ccc(S(=O)(=O)Nc2cccc(-c3ccc(N4CCCCCC4)nn3)c2)c(C)c1	11	20	-5	0.0	-2	4	2.1	-4	-1
CCOC(=O)C1CCN(C(=O)c2ccccc2CCc2ccccc2)CC1	-1	12	2	0.1	1	2	0.5	23	6
O=C(N/N=C/c1cccnc1)c1cccs1	-4	-3	0	0.0	-4	-1	1.2	-5	4
O=C(CSc1nnc(-c2ccccc2O)o1)N1CCc2ccccc2C1	0	7	-3	0.1	14	6	1.0	1	10
C/C(=N\NC(=O)c1ccc(-n2cnnn2)cc1)c1ccc(C)cc1	0	.	.	-0.3	-8	.	0.2	8	.
Cc1ccc(CN2CCC(Oc3ccc(C(=O)NCc4ccccn4)cc3)CC2)o1	0	-4	2	0.3	5	1	1.7	2	-8
COc1ccccc1NC(=S)NC(C)=O	-2	1	0	-0.1	-9	-3	-0.5	2	-1
Cc1cccc(OCC(=O)Nc2cc(NC(=O)COc3cccc(C)c3)cc(C(=O)O)c2)c1	5	-1	0	0.4	0	-5	2.8	-46	3
CN1C(=O)c2ccc(N(C)C)cc2C1=O	-3	-6	-22	-0.1	0	3	1.6	-1	1
COC(=O)c1oc2ccc(Br)cc2c1-n1cccc1	1	5	-4	0.1	-6	1	0.1	-5	-7
O=C1c2ccccc2-c2nc3ccccc3cc21	7	0	-1	0.0	-1	2	1.0	-9	-3
Cc1cc(N2C(=O)C3CC=CC(C)C3C2=O)no1 (centres undefined)	-2	-1	-1	-0.1	-9	-1	2.5	13	1
CC(=O)c1cccc(NC(=O)c2ccccc2OCc2ccc(F)cc2)c1	4	-4	-1	0.1	6	6	1.4	12	-7
COc1ccc(C)cc1N(C)C(=O)c1coc(=O)c2ccccc12	-8	0	0	0.2	22	-4	0.5	17	10
Cc1ccc(C(=O)NNC(=O)/C=C\C(=O)O)cc1	-2	2	-1	-0.1	6	5	-2.0	-6	7
Cc1ccc(OCc2cc(C(=O)N3CC4C[C@@H]5CC3C[C@H](C4)C5)no2)cc1C	-4	-4	1	0.1	9	5	-0.7	0	2
COc1ccccc1-c1cc(SC)c(C#N)c(=O)o1	-2	-2	5	0.0	8	2	0.8	3	14
CCOc1ccc(S(=O)(=O)N2CCN(S(=O)(=O)c3ccc(C(C)=O)cc3)CC2)cc1	6	-6	0	0.7	2	-2	2.2	-1	-21
C=CCNC(=S)N/N=C(\C)c1cccnc1	-4	-4	0	-0.3	-5	9	1.4	13	-3
COc1ccccc1N1CCN(C2CCN(C(=O)COc3ccccc3)CC2)CC1	1	-4	-2	0.1	-22	-3	1.1	20	1
CC(C)C(=O)NS(=O)(=O)c1ccc(NS(C)(=O)=O)cc1	3	-4	-1	0.1	4	-2	-1.2	-3	-6
CCn1c2ccccc2c2cc(CN3CCN(S(C)(=O)=O)CC3)ccc21	1	-7	-2	-0.1	-11	5	1.8	13	24
CN(NC1OC(=O)c2ccccc21)c1ccccc1[N+](=O)[O-] (centres undefined)	-7	1	-3	0.0	2	4	0.2	2	9
CC(NC(=O)CN(C)Cc1cccs1)c1ccccc1 (centres undefined)	-5	-1	0	0.0	-1	1	3.2	9	-5

Further structures follow:
SMILES	PP1 inh	core dimer inh	TPT1 inh	Efflux pump mplx	ZTA DNA inh	CTSL1 counter	PP5 primary	PREPL inh	EBNA-1 inhibitor
O=c1[nH]c2ccccc2c(O)c1SCCO	-3	2	3	-0.1	1	-4	1.2	-5	-3
CC(C)CNC(=O)C1CCCN(S(=O)(=O)c2ccc(-n3cnnn3)cc2)C1 (centres undefined)	1	2	-3	0.2	5	0	0.2	-1	6
Cc1ccc(S(=O)(=O)N2CCC(C(=O)NCc3ccncc3)CC2)cc1	-4	-4	0	-0.2	-5	0	2.6	23	-7
Cc1cc(=O)[nH]c(SCC(=O)Nc2ccccc2[N+](=O)[O-])n1	-2	-3	1	0.2	-9	3	-0.1	-3	-11
Cc1ccc(O)c(NC(=O)CCCC(=O)O)c1	2	-1	1	-0.1	3	-2	1.7	-4	-2
O=C(O)C1CCN(S(=O)(=O)c2ccc(Oc3ccccc3)cc2)CC1	1	6	-2	-0.2	8	0	1.3	-10	0
O=C(Cc1ccccc1)NC(NCCCN1CCOCC1)(C(F)(F)F)C(F)(F)F	-1	-2	3	0.1	-2	-3	3.2	-1	-15
C=CCn1c(SCC(=O)Nc2ccc(C(=O)O)cc2)nnc1-c1cccnc1	1	-4	-2	0.0	3	1	0.3	23	-4
Cc1csc(=O)n1CCC(=O)OCC(=O)c1ccc(Br)cc1	-2	-7	-1	-0.1	-4	8	-0.5	-6	-9
CCCCNC(=O)c1nc2ncc(Br)cn2n1	-7	4	1	2.0	-1	-3	-0.3	1	-12
CCCCN(C)C1CCN(C(=S)Nc2ccc(OCC)cc2)CC1	-8	-1	-4	0.0	5	-3	2.9	9	-4
C#CCOCCOCCOCCNc1nc(N2CCOCC2)nc(N2CCN(C(=O)CCCCCCCCCCNC(=O)[C@H](CO)n3cc(CCCCCN)nn3)CC2)n1	4	-28	-1	0.2	24	6	0.2	22	16
CCOC(=O)c1cc(NC(=O)c2ccccc2)c(=O)oc1-c1ccccc1	-2	2	4	0.1	1	1	1.3	-3	-2
CC(C)CCC[C@@H](C)[C@H]1CC[C@H]2[C@@H]3C(=O)C=C4C[C@@H](O)CC[C@]4(C)[C@H]3CC[C@]12C	-9	-17	1	0.2	-10	3	2.5	5	-2
